LYP phosphatase: PTPN22 lymphoid phosphatase activity blockers – biochemical, fluorescence intensity, uHTS (AID 1779) | 0.054% of 290,000 active | recombinant LYP phosphatase, fluorescence intensity; higher % means a stronger effect | inhibition, % at 11.5 µM; hits with a dose series show IC50 in µM; in the data active = inhibition above about 50%;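 also: plate controls were vehicle with enzyme for no effect and no enzyme for full effect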
SV40 large T antigen: SV40 large T antigen inhibitors, biochemical (AID 1903); SV40 large T antigen ATPase/helicase inhibition assay; higher % means a stronger effect; inhibition, % at 20 µM; hits with a dose series show IC50 in µM; 0.39% of 310,000 active; in the data active = a potency from the dose series; inconclusive = inhibition mostly from about 32% at the one dose, without a potency; inactive = the rest, 99 in 100 with inhibition below about 32%; also: strong numbers were not always called active
RSV antiviral HEp-2: inhibition of RSV-induced cytopathic effect – HEp-2 cells, primary 10 µM value included (AID 2391); HEp-2 cells, RSV-induced CPE inhibition; higher % means a stronger effect; CPE inhibition, % at 10 µM; hits with a dose series show IC50 in µM; 0.13% of 310,000 active; in the data active = a potency from the dose series; inconclusive = CPE inhibition mostly from about 23% at the one dose, without a potency; inactive = the rest, 99 in 100 with CPE inhibition below about 21%; also: strong numbers were not always called active
GPR35 arrestin U2OS: GPR35 antagonists blocking zaprinast-driven arrestin recruitment, primary screen, imaging, U2OS, beta-arrestin-GFP, zaprinast agonist (AID 2058); inhibition, % at 10 µM; hits with a dose series show IC50 in µM; U2OS GPR35 beta-arrestin-GFP translocation imaging, zaprinast antagonism; higher % means a stronger effect; 0.052% of 290,000 active;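 active = inhibition of at least 50% with at least 30 cells and total cytoplasm GFP at most 10,000,000; inconclusive = under 30 cells or total GFP of 10,000,000 plus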
NS5 inhibitors: Dengue-2 NS5 methyltransferase inhibitors, primary screen, biochemical, confirmation dose response (AID 588689). Dengue-2 NS5 methyltransferase capping enzyme assay, biochemical; higher % means a stronger effect. inhibition, % at 25 µM; hits with a dose series show IC50 in µM. 0.3% of 340,000 active; in the data active = a potency from the dose series; inconclusive = inhibition above about 29% without an active follow-up result
West Nile virus CPE: inhibition of WNV-induced cytopathic effect – cell-based, CPE readout (AID 1621); West Nile virus-infected cells, CPE inhibition; higher % means a stronger effect; one-dose CPE inhibition, % at 10 µM; IC50 in µM for titrated hits; 0.02% of 290,000 active; in the data active = a potency from the dose series; inconclusive = CPE inhibition mostly from about 3.7% at the one dose, without a potency; inactive = the rest, 99 in 100 with CPE inhibition below about 2.2%; also: strong numbers were not always called active
Rac1 GTP hydrolysis: MgcRacGAP GTPase-activating activity inhibitors, confirmation, biochemical, ADP Hunter fluorescence; MgcRacGAP-stimulated Rac1 GTP hydrolysis, ADP Hunter fluorescence; higher % means a stronger effect; GST-tagged Rac1 F28L mutant substrate; 0.6% of 340,000 active; one-dose inhibition, % at 30 µM; IC50 in µM for titrated hits;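 active = first-screen hits whose inhibition reached a set limit at any dose in the follow-up dose series; inconclusive = inhibition above the set first-screen limit but never retested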;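 also: fluorescence reports GDP produced by GAP-driven GTP hydrolysis; strong numbers were not always called active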
ER stress rescue: protection against thapsigargin-triggered cell killing – 384-well, CSM14.1, ATP luminescence, primary screen (AID 1222); CSM14.1 thapsigargin-induced death rescue, ATP luminescence; higher % means a stronger effect; 190,000 tested, under 10 active; cellular ATP content (survival), % at 20 µM; hits with a dose series show EC50 in µM;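 active = EC50 below 50 µM in the dose-response confirmation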;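 also: death triggered by thapsigargin at about 15 µM added after 2 h compound pretreatment; cell ATP read after overnight thapsigargin exposure of roughly 18 to 22 hours; normalized against plate controls of thapsigargin alone and 5% DMSO vehicle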
Salmonella PhoP GFP: PhoP-dependent GFP reporter repression – Salmonella Typhimurium, primary screen (AID 1863); S. Typhimurium PhoP-regulated promoter GFP reporter, 4 h; higher % means a stronger effect; inhibition, % at 50 µM; hits with a dose series show IC50 in µM; 0.16% of 300,000 active;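 active = inhibition over 29.93%, a cutoff 3 SD above the screen mean, later confirmed by dose response; inconclusive = inhibition over 29.93% but no dose response follow-up; inactive = inhibition at most 29.93% or unconfirmed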;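 also: 0% = low Mg2+ inducing control and 100% = high Mg2+ repressing control; strong numbers were not always called active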
Numbers without * were called inactive; u = inconclusive; x = not tested or not shown. Not a hit list; overall some 1.5% were active at least once.

SMILES | LYP phosphatase | SV40 large T antigen | RSV antiviral HEp-2 | GPR35 arrestin U2OS | NS5 inhibitors | West Nile virus CPE | Rac1 GTP hydrolysis | ER stress rescue | Salmonella PhoP GFP
CC(=O)Nc1ccc(Nc2nc3c(S(=O)(=O)c4ccc(C)c(C)c4)nnn3c3ccccc23)cc1 | -6% | 12% | 2.2% | 1% | 8% | -0.2% | -3% | 0.3% | 1%
Cc1ccc(NCc2n[nH]c(=S)n2-c2ccccc2)cc1Cl | -5% | 31% | 1.4% | 11% | -3% | x | 0% | -2.0% | -6%
COc1ccc(C2/C=C\CN(CC3CC3)CC(=O)N2Cc2ccc(F)cc2)cc1 (stereo not drawn) | -8% | 6% | -1.3% | -12% | -3% | -0.5% | 1% | x | 4%
Cc1ccc(C(=O)NC(=S)NNC(=O)COc2ccc([N+](=O)[O-])cc2)cc1 | -2% | 18% | 1.6% | 18% | -5% | 0.8% | 5% | x | -1%
CC(C)CCOP(=O)(c1ccc(N(C)C)cc1)C(O)c1ccccc1F (stereo not drawn) | -2% | 1% | 1.2% | -5% | 8% | -0.7% | 0% | -0.8% | -6%
Cc1cccc(N2CCN(C(=O)CSc3ccsc3[N+](=O)[O-])CC2C)c1 (stereo not drawn) | 5% | 5% | u | 17% | -6% | 1.1% | 8% | -3.4% | -4%
Cc1cc2nc(-c3ccc(SCC(=O)Nc4ccc(S(=O)(=O)NC5CC5)cc4)nc3)[nH]c2cc1C | -9% | 13% | 16% | -8% | 4% | 0.1% | -3% | -5.9% | 18%
COC(=O)c1[nH]c2ccc(F)cc2c1NS(=O)(=O)c1ccc(F)c(C)c1 | -2% | 11% | 3.9% | 1% | -8% | -1.1% | 4% | -1.0% | 5%
NC(=O)c1c(N)sc2c1CCC2 | -3% | 21% | x | -12% | 22% | 0.8% | 21% | 0.0% | -4%
CCc1nn2cc(C(=O)c3cc(C)ccc3O)cnc2c1-c1ccc(F)cc1 | 5% | 14% | 2.4% | 15% | -1% | -0.7% | 11% | -1.2% | -10%
CCCC1(C(=O)OCC)NC(c2cc(OC)c(OC)c(OC)c2)C2C(=O)N(CC)C(=O)C21 (stereo not drawn) | -5% | -3% | 0.2% | 8% | -6% | x | -2% | -2.6% | -8%
CCN1C(=O)[C@H]2[C@@H](c3ccc(-c4cccc(Cl)c4)c(OC)c3)N[C@@](C)(C(=O)OC)[C@H]2C1=O | x | 1% | -1.1% | x | -8% | x | 2% | x | -7%
Cc1cc(C)cc(N2CC(C)Cn3c2nc2c3c(=O)[nH]c(=O)n2C)c1 (stereo not drawn) | -8% | 8% | 4.0% | -12% | -10% | -0.7% | 11% | x | -2%
COc1ccc(NC(=O)c2oc3ccccc3c2NC(=O)C2CC2)cc1OC | -4% | 13% | 2.9% | -6% | 1% | -0.4% | 10% | x | 5%
COc1cc(NC(=S)NN2CCN(C)CC2)cc(OC)c1 | -4% | 1% | 0.6% | -4% | -4% | 0.3% | -6% | -1.6% | -10%
CC(C)c1ccc(C2c3[nH]c4ccccc4c3C[C@H]3C(=O)N(c4ccccc4C(=O)N4CCC(C(=O)O)CC4)C(=O)N23)cc1 (stereo partly drawn) | -4% | 17% | 7.8% | -18% | 5% | -0.7% | -8% | x | -5%
COC(=O)C1=C(C)NC2=C(C(=O)CCC2)C1c1cccs1 (stereo not drawn) | 0% | 14% | x | -8% | x | 0.9% | x | -2.1% | 0%
COCC(=O)OCn1nnc2ccccc2c1=O | -1% | -4% | 0.9% | -7% | -9% | 0.1% | 9% | 3.3% | 9%
Nc1nc(SC2c3cccc4cccc(c34)C2NS(=O)(=O)c2ccccc2)n[nH]1 (stereo not drawn) | -8% | 2% | 4.9% | -11% | 1% | -1.0% | 10% | -1.2% | -2%
CC(C)NC(=O)COC(=O)c1cc(F)c(F)cc1Cl | -10% | 7% | 1.3% | -4% | 0% | -0.2% | 10% | 0.2% | 2%
COc1ccc(/C=C/C(=O)N(C)C2CCS(=O)(=O)C2)cc1OC (stereo not drawn) | -7% | 1% | 1.5% | -10% | 1% | 0.4% | 5% | 1.9% | -8%
O=C(CCN1CCCCC1=O)NC1CCCc2c1cnn2-c1ccccc1F (stereo not drawn) | -18% | 10% | 2.5% | -5% | -14% | 0.1% | 5% | x | 4%
Cc1ccc(CSCC(=O)Nc2ccc(F)cc2)cc1 | 5% | -1% | 3.4% | 21% | -9% | -0.1% | 9% | 0.1% | 0%
O=C(C1CCC(CNS(=O)(=O)c2cccc3cccnc23)CC1)N1CCc2ccccc21 (stereo not drawn) | -8% | -7% | 7.2% | 12% | -5% | -0.2% | 4% | 3.5% | 8%
O=C(c1ccccc1)N1N=C(c2ccc(F)cc2)CC1(O)C(F)(F)F (stereo not drawn) | -4% | 13% | 2.1% | -3% | 2% | -1.4% | 1% | x | -3%
O=C(O)CCC(=O)N1CCN(c2nc(-c3ccccc3)c3cc(Br)ccc3n2)CC1 | -4% | 26% | 1.7% | -5% | -6% | -0.3% | 10% | x | -8%
O=C(COC(=O)c1cc([N+](=O)[O-])ccc1N1CCOCC1)Nc1ccc(Cl)cn1 | -1% | 26% | 4.7% | 2% | -5% | 2.0% | 11% | x | 0%
CC(C)[C@H](NC(=O)c1ccc(Cl)c([N+](=O)[O-])c1)C(=O)NCc1ccc(Cl)cc1Cl | 1% | 0% | 2.0% | -1% | -1% | -1.1% | 8% | -1.1% | -12%
Clc1ccc(-c2cn3c(n2)SCC3)cc1 | 0% | 1% | 1.6% | -1% | 1% | -0.9% | 15% | 0.4% | -1%
O=C(Nc1cccc(C(F)(F)F)c1)NC1CCCCC1 | 2% | 11% | 0.5% | 0% | 0% | 0.2% | 12% | 0.8% | 0%
C=CCNC(=O)c1ccc2c3n(nc2c1)-c1ccc(C)cc1CO3 | -3% | 4% | 5.7% | -8% | 2% | -0.4% | 8% | x | -6%
CCc1ccc(NC(=O)Cn2c3[n+](c4c(F)c(F)ccc42)CCCCC3)cc1 | -3% | 15% | -1.1% | 9% | 1% | -0.2% | -4% | -2.6% | -7%
CCC(C)NC(=O)CSc1nnc(-c2ccc(C(C)(C)C)cc2)n1C (stereo not drawn) | -5% | 4% | 0.0% | 21% | 1% | -1.1% | 6% | -0.4% | -17%
CCOc1ccc(C(=O)Nc2cccc3ncccc23)cc1Br | -4% | 1% | 0.6% | -5% | -7% | -0.3% | 8% | -0.5% | -8%
COc1ccc(NC(=S)N(CCCN2CCCCC2)Cc2cccs2)cc1 | -2% | -1% | -0.4% | -3% | -5% | -1.2% | 3% | 0.7% | 22%
O=C(C1=NN(c2ccccc2)C2C(=O)N(c3ccccc3)C(=O)C12)c1ccccc1 (stereo not drawn) | -2% | 5% | 2.8% | 23% | u | -0.2% | 8% | -2.5% | -116%
Cc1ccc(S(=O)(=O)Nc2ccc(-c3nc4ccc(C)cc4s3)cc2)cc1 | -9% | 23% | 1.3% | 8% | 0% | -0.6% | 4% | -1.3% | -5%
COc1ccc(CN2CCC(C(=O)Nc3ccc(Oc4cccnc4)cc3)CC2)c(C)c1C | -10% | 12% | 4.0% | -5% | -3% | -2.2% | -2% | x | -2%
Cc1cc(C)c(S(=O)(=O)NCC(=O)NCc2cc(=O)n(C)c(=O)n2C)c(C)c1 | -11% | 9% | 0.5% | -3% | -2% | -0.4% | 10% | x | -1%
O=C(O)C1CCC(CNS(=O)(=O)c2ccccc2)CC1 (stereo not drawn) | 0% | 26% | 1.1% | -3% | -1% | -0.3% | 2% | x | -1%
C=CCc1cc(C)ccc1OCC(O)CN1CCN(c2ccccc2)CC1 (stereo not drawn) | -3% | 10% | 6.7% | 6% | -3% | -0.5% | 19% | -1.1% | 11%
CCN1CCN(CC(=O)Nc2ccccc2)C(=O)C1=O | -5% | 7% | 1.7% | -19% | -3% | -0.1% | 14% | 0.5% | 9%
COc1ccc(-c2nc(NC(=O)C3CCN(c4nc5ccccc5o4)CC3)sc2C)cc1 | 6% | -2% | 19% | -3% | -2% | 1.6% | -1% | 0.6% | 21%
C/C(=N\NC(=S)NC(C)C)c1ccc(Cl)s1 | 0% | 8% | 1.8% | -13% | 4% | 0.2% | 12% | -1.2% | -6%
CC(C)(C)NCCOc1ccc2ccccc2c1 | -1% | 4% | -0.5% | -1% | -8% | -0.6% | 1% | -1.1% | 10%
COc1ccc(-c2nn(-c3ccccc3)cc2CNC(=O)c2cccc([N+](=O)[O-])c2)cc1 | 2% | -4% | 8.7% | -7% | -12% | -0.7% | 12% | 2.9% | 4%
COC(=O)c1cn(CCOc2ccccc2F)c2ccccc12 | -4% | 2% | 10% | 4% | -9% | -0.9% | 4% | 0.2% | 15%

Rewritten as tab-separated lines: nine of the compounds above
structure	LYP phosphatase	SV40 large T antigen	RSV antiviral HEp-2	GPR35 arrestin U2OS	NS5 inhibitors	West Nile virus CPE	Rac1 GTP hydrolysis	ER stress rescue	Salmonella PhoP GFP
CC(=O)Nc1ccc(Nc2nc3c(S(=O)(=O)c4ccc(C)c(C)c4)nnn3c3ccccc23)cc1	-6%	12%	2.2%	1%	8%	-0.2%	-3%	0.3%	1%
Cc1ccc(NCc2n[nH]c(=S)n2-c2ccccc2)cc1Cl	-5%	31%	1.4%	11%	-3%	x	0%	-2.0%	-6%
COc1ccc(C2/C=C\CN(CC3CC3)CC(=O)N2Cc2ccc(F)cc2)cc1 (stereo not drawn)	-8%	6%	-1.3%	-12%	-3%	-0.5%	1%	x	4%
Cc1ccc(C(=O)NC(=S)NNC(=O)COc2ccc([N+](=O)[O-])cc2)cc1	-2%	18%	1.6%	18%	-5%	0.8%	5%	x	-1%
CC(C)CCOP(=O)(c1ccc(N(C)C)cc1)C(O)c1ccccc1F (stereo not drawn)	-2%	1%	1.2%	-5%	8%	-0.7%	0%	-0.8%	-6%
Cc1cccc(N2CCN(C(=O)CSc3ccsc3[N+](=O)[O-])CC2C)c1 (stereo not drawn)	5%	5%	u	17%	-6%	1.1%	8%	-3.4%	-4%
Cc1cc2nc(-c3ccc(SCC(=O)Nc4ccc(S(=O)(=O)NC5CC5)cc4)nc3)[nH]c2cc1C	-9%	13%	16%	-8%	4%	0.1%	-3%	-5.9%	18%
COC(=O)c1[nH]c2ccc(F)cc2c1NS(=O)(=O)c1ccc(F)c(C)c1	-2%	11%	3.9%	1%	-8%	-1.1%	4%	-1.0%	5%
NC(=O)c1c(N)sc2c1CCC2	-3%	21%	x	-12%	22%	0.8%	21%	0.0%	-4%
